Hck Nef HTS – blocks Nef-activated human Hck kinase; 220,000 tested, 0.68% active; Recombinant Hck-YEEI plus Nef, Z-Lyte FRET kinase assay; inhibition, % at 20 µM; P08631;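 active = Hck-Nef kinase inhibition above about 50%, limit read from the data; inactive = inhibition below that limit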;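 note: 0% = DMSO with Hck plus Nef and 100% = Hck alone without Nef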
zVAD death inh – L929 zVAD cell death inhibition | L929 zVAD necroptosis rescue, ATP luminescence, 24 h; with zVAD 60 µM | viability rescue, % at 10 µM | 220,000 tested, 0.38% active;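 active = activation, scaled between plate controls, above about 75%, limit read from the data; inactive = activation under that limit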;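 note: 0% = zVAD with DMSO and 100% = DMSO alone without zVAD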
m-calpain inh – inhibitors of pig calpain II | purified calpain II, fluorogenic peptide substrate, 30 min | AID 1236 | inhibition, % at 16 µM | 220,000 tested, 0.37% active;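 active = inhibition above about 50%, limit read from the data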
EP2 mod – EP2 receptor (human) modulation. EP2-expressing cells, cAMP HTRF FRET, PGE2 co-stimulation. induction, % at 25 µM. P43116. 260,000 tested, 0.83% active;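 active = compounds whose cAMP rise, as percent of the full-agonist control response, exceeds 60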;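 note: rat C6 glioma line stably carrying human EP2 under a CMV promoter; the protocol text gives 20 µM as final concentration; 100% = response of wells given 1 µM PGE2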
Target sequence (P43116 whole entry, looked up): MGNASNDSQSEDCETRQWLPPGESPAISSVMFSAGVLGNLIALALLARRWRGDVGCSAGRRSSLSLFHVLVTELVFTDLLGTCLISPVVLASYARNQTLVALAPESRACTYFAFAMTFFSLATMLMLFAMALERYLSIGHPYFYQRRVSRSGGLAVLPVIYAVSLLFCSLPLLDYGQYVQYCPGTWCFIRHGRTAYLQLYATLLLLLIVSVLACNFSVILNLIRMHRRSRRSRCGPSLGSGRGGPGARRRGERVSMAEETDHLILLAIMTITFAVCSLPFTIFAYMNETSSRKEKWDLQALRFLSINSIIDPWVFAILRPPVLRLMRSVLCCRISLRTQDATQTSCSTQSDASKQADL
Rad51 HR inh – Rad51 (human) homologous recombination inhibition. Q06609. hRad51 DNA strand exchange, fluorescence dequenching. inhibition, % at 10 µM. 200,000 tested, 0.085% active. AID 1385;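 active = inhibition above 40% at the single screening dose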;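 note: 0% = DMSO control wells and 100% = blanks with heterologous ssDNA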
Target sequence (Q06609 whole entry, looked up): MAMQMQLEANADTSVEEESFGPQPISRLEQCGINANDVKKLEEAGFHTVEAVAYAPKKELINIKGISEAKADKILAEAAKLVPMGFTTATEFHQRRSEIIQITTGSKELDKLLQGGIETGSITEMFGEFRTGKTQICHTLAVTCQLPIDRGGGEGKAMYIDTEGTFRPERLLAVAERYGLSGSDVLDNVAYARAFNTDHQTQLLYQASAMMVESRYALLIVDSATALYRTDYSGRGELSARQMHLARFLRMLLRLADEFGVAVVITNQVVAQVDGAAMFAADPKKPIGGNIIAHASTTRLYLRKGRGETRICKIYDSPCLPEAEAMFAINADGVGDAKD
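Material: Human Rad51 nucleoprotein filaments preassembled on unlabelled ssDNA | Also added: Labelled 47-mer dsDNA for strand exchange | Dosing: Single dose, 10 µM final compound | Schedule: 30-min compound preincubation and 15-min exchange, both room temperature | Technique: Fluorescence dequenching at 485/520 nm | Measure: Percent inhibition relative to plate controls and blanks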
14-3-3 Bad PPI – disrupts binding of bovine 14-3-3 zeta to phospho-Bad peptide; 220,000 tested, 0.71% active; TR-FRET 14-3-3zeta/Dy647-pBad peptide displacement, 1 h; P63103; inhibition, % at 21.7 µM;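 active = inhibition above about 70%, limit read from the data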;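 note: 0% = full 14-3-3 plus peptide FRET controls and 100% = background without 14-3-3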
Target sequence (P63103 whole entry, looked up): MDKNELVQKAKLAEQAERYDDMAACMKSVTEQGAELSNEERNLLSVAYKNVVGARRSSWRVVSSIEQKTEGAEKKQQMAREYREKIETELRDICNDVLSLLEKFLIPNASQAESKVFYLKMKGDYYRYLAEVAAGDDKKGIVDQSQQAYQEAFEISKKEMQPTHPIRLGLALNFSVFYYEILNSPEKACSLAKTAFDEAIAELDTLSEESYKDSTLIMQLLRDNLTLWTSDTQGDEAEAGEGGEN
EP2 antag – blocks the human prostaglandin E2 receptor EP2; P43116; C6 glioma cells expressing human EP2, cAMP TR-FRET; cells stimulated with saturating PGE2; inhibition, % at 25 µM; 260,000 tested, 0.52% active; AID 1422;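 active = percent inhibition above 40 after rounding to a whole number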;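 note: rat C6 glioma host cells with rolipram phosphodiesterase inhibitor present; the protocol text gives 20 µM as final concentration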
Tb hexokinase – T. brucei hexokinase 1 inhibition. recombinant TbHK1, G6PDH-coupled NADH A340. inhibition, % at 10 µM. 220,000 tested, 0.11% active. AID 1430;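 active = inhibition of 50% or more in the single-dose primary screen; inactive = inhibition below 50%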
eIF4E-4G inh – blocks eIF4E binding to eIF4G; P63073+Q04637; TR-FRET eIF4E-eIF4GI(517-606) binding, 2 h; inhibition, % at 21.7 µM; 220,000 tested, 0.37% active;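 active = inhibition above about 30%, limit read from the data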;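 note: 0% = full FRET control wells and 100% = background wells lacking eIF4GI fragment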
* marks the source's active call; other numbers are inactive results; i = inactive; / = no result given; & = joins results of further samples; [ ] = dose if it differs, or a comment. These rows are one share of the data; count on the stated rates, not on these rows.

SMILES	Hck Nef HTS	zVAD death inh	m-calpain inh	EP2 mod	Rad51 HR inh	14-3-3 Bad PPI	EP2 antag	Tb hexokinase	eIF4E-4G inh
COc1cccc(/C=N/NC(N)=S)c1OS(=O)(=O)c1ccccc1	7	-0.3	-9	11	-2	-12	8	-4	-3
CS(=O)(=O)Oc1ccc2c(c1)O/C(=C\c1cccnc1)C2=O	2	1.2	-8	10	1	4	3	-16	3
Cc1ccnc(NC(=O)C2CCN(S(=O)(=O)c3cccc4nsnc34)CC2)c1	3	0.0	-22	15	/	-8	/	19	5
CC(C)(C)C(=O)Nc1ccc(C(=O)N/N=C/c2ccccc2OC(=O)c2ccccc2)cc1	4	2.6	12	-43	4	0	15	-16	5
CC(C)(C)NC(=O)CCCCCCCC(=O)NC(C)(C)C	-7	1.0	22	10	-9	6	4	11	-3
CCCCCCCCOc1ccc(C2OC34CCCCC3C(C#N)(C#N)C2(C#N)C(=N)O4)cc1 (stereo not drawn)	4	0.0	-151	16	9	-2	9	4	-2
O=C(O)CCC(=O)N(Cc1ccco1)c1nc(-c2ccccc2)cs1	-1	0.1	-36	13	-2	12	5	6	5
FC(F)(F)C1=CC(c2ccc(Br)cc2)=NCCN1	0	-0.3	-2	0	-4	7	7	-45	-3
C(=C\c1ccccc1)/CSc1nc2ncccc2[nH]1	10	0.0	-18	-6	/	3	9	-2	1
Nc1nnc(SC2CCCC2)s1	7	-0.5	-3	22	/	-3	7	2	0
COc1cc(C(=S)N2CCCC2)cc(OC)c1OC	-4	0.0	-23	11	-30	-4	8	0	-3
O=C(/C=C/c1ccc(Cl)cc1Cl)c1ccc[nH]1	9	0.4	-18	-26	33	-22	4	-3	-2
CCOc1cc(C)c(Cl)cc1S(=O)(=O)n1cnc2ccccc21	10	-0.2	7	8	4	-14[fluorescence artefact?]	5	-6	8[fluorescence artefact?]
CS(=O)(=O)N1CCc2cc(-c3csc(NC(=O)C(c4ccccc4)c4ccccc4)n3)ccc21	0	5.1	-98	5	-4	-17[fluorescence artefact?]	6	-17	-17[fluorescence artefact?]
CN(C)c1ccc(C2(O)C(=O)c3ccccc3C2=O)cc1	6	/	13	-6	/	4[fluorescence artefact?]	4	-13	2
COc1ccc(S(=O)(=O)N(C)CC(=O)N2CCOCC2)cc1	-22	-0.6	-21	28	3	1	4	2	-3
COc1ccc(NC(=O)C2CC(=O)NC(Nc3cccc(C)c3)=N2)cc1 (stereo not drawn)	-1	-0.4	-13	-3	-7	-3[fluorescence artefact?]	10	5	-2
CC(C(=O)Nc1cccc([N+](=O)[O-])c1)[n+]1ccccc1 (stereo not drawn)	-6	-0.3	-14	18	-21	-4	9	-11	3
Cc1ccc(S(=O)(=O)Nc2ccc(C(=O)Nc3ccncc3)cc2)cc1	-2	0.6	15	11	14	-6	14	-4	2
CC(=O)c1cc(C#N)c(SCc2ccncc2)nc1C	1	3.4	-9	7	2	-11	12	-9	2
COc1ccc(C(=O)N2CCN(c3ccc([N+](=O)[O-])c(-n4nc(C)cc4C)c3)CC2)cc1	2	/	25	21	19	6[fluorescence artefact?]	5	-4	1
Nc1nc(CN2CCCCC2)cs1	-1	0.3	9	17	-3	3	13	2	9[fluorescence artefact?]
N=C(N)SCc1ncccc1O	11	0.1	5	12	9	15	2	-5	4
Cc1ccc2nc(C)c(C(=O)N/N=C/c3cccs3)n2c1	1	0.6	12	-10	6	12[fluorescence artefact?]	8	-49	1
Cc1cc(CNC(=O)[C@H](C)[C@@H]2C[C@@]2(C)[C@@H](NC(=O)OCc2ccccc2)c2ccccc2)nn1C	-2	-1.0	-19	9	-3	-3[fluorescence artefact?]	10	-3	5
COc1ccc(NS(=O)(=O)c2ccc(NC(=O)c3ccccc3)cc2)nn1	0	1.1	-3	26	/	-5	8	1	-2
COc1ccccc1OCC(=O)Nc1ccc(S(=O)(=O)N2CCN(C)CC2)cc1	18	6.5	-14	-11&-10	4	0	12&13	-5	3
COc1ccc(C(=O)n2nc(-c3ccccc3)nc2SC)cc1	-5	0.5	6	37	/	11	/	-18	-15
O=C(CN1CCOCC1)Nc1ccc(Oc2ccc(NC(=O)CN3CCOCC3)cc2)cc1	9	-0.2	-5	-2	0	9	12	2	0
COc1ccc(NCc2cc3cc(OC)ccc3[nH]c2=O)cc1	2	2.3	-40	-78	-4	25	22	-15	4
COc1ccccc1-n1cc(C(=O)NCC(=O)N2CCN(c3ccccn3)CC2)c2ccccc2c1=O	-1	-0.4	-1	-28	/	-2	2	-3	-1
COc1cc(/C=N\Nc2nc(-c3ccc(C)cc3)c(NC(C)=O)s2)ccc1O	105*	4.1	-37	-34	/	3	10	-35	2
CC(=O)NC12CC3CC(C)(C1)CC(NC(C)=O)(C3)C2	0	0.1	5	17	-11	-4	6	18	-2
CCOC(=O)c1c(=O)n(O)c2ccc(OC)cc2[n+]1[O-]	-4	-0.8	-16	1	-32	36	22	-15	-1
CN1CCCN(C(=O)CC2(CC(=O)O)CCCCC2)CC1	17	0.7	-6	-2	-2	-5	8	-8	-9
Cc1ccn2cc(CSc3ccccc3N)nc2c1	1	-0.1	11	-39	2	13	13	-2	21
Cc1noc(C)c1COC(=O)c1cccc(N(C)C)c1	14	3.5	-18	-38	-6	-11	7	-7	0
Clc1ccccc1CN1CCN(/N=C/c2ccncc2)CC1	13	-2.1	11	-43	-6	0	7	-1	0
CCOCCCNCc1cc(Cl)ccc1OCC	-4	-0.1	-7	41	-7	3	11	4	-1
COc1ccc(C(CCN2CCCC(C)C2)c2c(OC)cc(OC)c3c(C)cc(=O)oc23)cc1 (stereo not drawn)	24	0.1	-45	-2	1	-2	16	-11	-5
CCN(CC)S(=O)(=O)c1ccc2c(c1)nc(CCC(=O)OCC(=O)Nc1cc(Cl)cc(Cl)c1)n2C	2	0.5	22	-17	3	-2[fluorescence artefact?]	7	10	4
N#Cc1ccc(Oc2ccc(C(F)(F)F)cc2NC(=O)c2ccc(F)cc2)cc1	8	-0.4	12	-26	19	-11	3	-2	1
O=C(NCc1cccnc1)Nc1ccc2c(c1)OCO2	-1	-0.2	17	-13	11	-3	11	-6	-2
Cc1nn(Cc2cccc(C(N)=O)c2)c(C)c1Br	8	2.1	7	8	-2	-3	17	2	2
Cc1ccc2c(c1)c1c(n2CC(O)CNC(CO)(CO)CO)CCCC1 (stereo not drawn)	3	0.6	-2	-4	8	6	11	1	1
CCOc1ccc(-c2cc(C)n3nc(C(N)=O)cc3n2)cc1	4	-0.3	i	-6	0	1[fluorescence artefact?]	10	-13	-6
COc1cccc(C(C)N(C)Cc2nc(-c3ccoc3)oc2C)c1 (stereo not drawn)	20	-1.4	21	-24	4	0	9	9	-1
C#Cc1ccc([C@@H]2C=C(C(=O)Nc3ccccc3)O[C@H](OCC)[C@H]2CCCO)cc1	6	1.9	5	-15	/	0	/	-6	1
Cc1nccn1CCc1nc(N)nc(N)n1	1	0.3	9	5	3	-6	8	2	4
Cc1cccc(Nc2nc(NCc3ccco3)nc(N)c2[N+](=O)[O-])c1	7	1.0	-17	33	14	-4	14	-18	-4
COCCN(C(=O)CCc1nnc(CCc2c[nH]c3ccccc23)o1)C(C)C	2	0.3	-8	14	6	-10	11	-6	-3
CCOc1ccc(C(=O)NCCO)cc1	4	2.4	-30	11	-7	-8	10	1	-5
CCOC(=O)C1CCCN(CC(O)COc2cccc(C)c2)C1 (stereo not drawn)	8	0.4	-5	12	5	-5	5	-4	11
CCCCc1ccc(CC2S/C(=C(\C#N)C(=O)N3CCOCC3)N(c3ccccc3)C2=O)cc1 (stereo not drawn)	3	0.5	-12	40	1	12[fluorescence artefact?]	5	-13	3[fluorescence artefact?]
CCC(=O)Nc1ccc(Nc2ccccc2)cc1	0	0.1	-28	-14	7	7	5	1	5
CCCCCC1CC(CC(=O)NC(=S)Nc2ccccc2Cl)C(=O)O1 (stereo not drawn)	18	1.5	24	53	4	-11	11	15	0
CC1(CCl)N([O-])C2=C(CCCC2)[N+]1=O (stereo not drawn)	17	0.1	10	24	/	8	11	-26	7
COc1ccccc1OCc1nnc(SCC(=O)c2cc(Cl)ccc2OC)o1	3	-0.1	11	7&0	-1	-4	3&9	4	-2
Cn1c(=O)c2[nH]c(N3CCOCC3)nc2n(-c2ccccc2)c1=O	1	0.1	19	9	0	-11	18	-13	19
Nc1ccc(-c2nc3ccc(-c4nc5ccccc5o4)cc3[nH]2)cc1	21	8.3	-317	-37	11	21	73*	-55	6
The list continues.
SMILES	Hck Nef HTS	zVAD death inh	m-calpain inh	EP2 mod	Rad51 HR inh	14-3-3 Bad PPI	EP2 antag	Tb hexokinase	eIF4E-4G inh
COc1ccc(NC(=O)N2CCC(c3nc4ccccc4[nH]3)CC2)cc1	-9	0.0	12	6	9	-4	7	5	-2
O=C(NCCc1c[nH]c2ccc(Cl)cc12)c1cccnc1	-17	1.3	9	-25	7	7	13	-3	0
Cc1cccc(Sc2ccc([N+](=O)[O-])cc2[N+](=O)[O-])n1	7	1.8	19	12	3	-6	6	-18	5
Cc1ccccc1-c1nn(-c2ccc(F)cc2F)cc1CNC1CC1	6	0.3	2	-6	/	-12	6	1	2
CCCS(=O)(=O)c1cn2cccc(N)c2c1S(=O)(=O)CCC	2	3.1	24	8	-5	-14	21	-13	2
Cc1ccc(C)c2[nH]c(=O)c(CN(CC3CCCO3)C(=S)NCc3ccco3)cc12 (stereo not drawn)	7	-0.4	-21	-20	7	-3	6	-4	4
CCOC(=O)c1c(C)[nH]c(C(=O)N2CCCC(C(=O)c3cccc(OC)c3)C2)c1C (stereo not drawn)	12	0.1	14	7	/	-5	0	-4	-1
c1ccc(Cn2c[n+](Cc3ccccc3)cn2)cc1	-16	0.4	5	6	/	-2	4	3	-3
Cc1c(-c2nnc(SCC(=O)O)n2-c2ccccc2Br)nnn1-c1ccccc1	-2	0.1	29	29	9	-7	2	-5	-8
COc1ccc2c(c1)C=CC1(O2)N(CCO)c2ccccc2C1(C)C (stereo not drawn)	4	-0.2	7	4	0	-5	1	-2	0
CC(=O)NCCC(=O)Nc1nc(-c2cccs2)c(-c2cccs2)s1	2	-0.1	-89	37	-9	-2	7	-4	4
C=CCOc1ccc(Br)cc1CNCCCN1CCOCC1	5	0.2	-1	11	6	12	5	-1	13
CCCn1c(SCC(=O)N2c3ccccc3CCc3ccccc32)nc2c1c(=O)n(C)c(=O)n2C	1	-0.2	19	17	7	2[fluorescence artefact?]	10	-3	-6[fluorescence artefact?]
O=C(/C=C/Nc1ccc(F)c(Cl)c1)c1ccco1	7	0.3	-35	-50	1	-2	25	-8	0
